Furin inhibitor – human furin inhibitors, primary screen, biochemical, fluorescence intensity; inhibition, % at 30 µM; hit rate 0.061% among 220,000; purified furin, fluorogenic substrate cleavage; in the data active = inhibition above about 25%; note: inactives centre near -15
KCC2 mod – KCC2 cotransporter modulators, thallium flux, primary screen, cell-based, HEK293 KCC2, FluoZin-2 fluorescence, MLSMR. Solute carrier family 12 member 5 (Homo sapiens), Q9H2X9. KCC2 cells, thallium flux FluoZin-2 fluorescence. B-score of Tl+ flux slope (higher = more flux/activation; lower = inhibition) at 10 µM. hit rate 2.2% among 190,000;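 active = thallium flux slope and its plate-corrected score both differing from the plate sample mean at a set confidence after two filtering rounds, in either direction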;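 note: slope of fluorescence scaled to starting intensity during 10 to 20 s after thallium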
Thrombin inh – human alpha-thrombin inhibitors, primary screen, counter-screen for coagulation protease inhibitor project, biochemical, 1536-well, fluorogenic AMC substrate; Prothrombin (Homo sapiens), P00734; Boc-VPR-AMC fluorogenic substrate cleavage; inhibition, % at 5 µM; hit rate 0.26% among 220,000; AID 1046, 2008;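 active = inhibition at or above 40%; inactive = inhibition below 40%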;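 note: 0% = enzyme with no compound and 100% = wells without enzyme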
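System: human alpha-thrombin protein; Compound dosing: one concentration per compound, 5 µM, with 0.2% DMSO; Timing: reaction at room temperature; Technique: AMC fluorescence, 355/460 nm; Controls: enzyme without compound as high, wells lacking enzyme as low.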
eIF4E-4G inh – eIF4E–eIF4G protein interaction inhibitors, primary screen, biochemical, uHTS, TR-FRET, eIF4GI fragment; Eukaryotic translation initiation factor 4E (Mus musculus) + Eukaryotic translation …; TR-FRET eIF4E-eIF4GI(517-606) binding, 2 h; inhibition, % at 21.7 µM; hit rate 0.37% among 220,000; AID 782, 2007;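 note: 0% = full FRET control wells and 100% = background wells lacking eIF4GI fragment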
hK5 inh – human KLK5 protease inhibitors, primary screen, biochemical, 1536-well. Kallikrein-5 (Homo sapiens), Q9Y337. recombinant hK5, fluorogenic AMC substrate cleavage. inhibition, % at 5 µM. hit rate 0.59% among 210,000. AID 873, 2007;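 active = inhibition of 40% or more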;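 note: 0% = enzyme controls without compound and 100% = no-enzyme blanks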
Rad51 HR inh – human RAD51 strand exchange inhibitors, primary screen, biochemical, fluorescence; DNA repair protein RAD51 homolog 1 (Homo sapiens), Q06609; hRad51 DNA strand exchange, fluorescence dequenching; hit rate 0.085% among 200,000; inhibition, % at 10 µM;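 active = inhibition above 40% at the single screening dose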;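 note: 0% = DMSO control wells and 100% = blanks with heterologous ssDNA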
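Test system: preformed human Rad51 ssDNA filaments; also added: Donor/quencher-labelled 47-bp dsDNA substrate; doses: 10 µM final, single point; times: 37 °C 15-min filament assembly, 30-min compound preincubation, 15-min exchange; detection: FRET fluorescence dequenching, excitation 485 nm, emission 520 nm; read-out basis: Fluorescence-based percent inhibition, control- and blank-normalised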
EBV gp42 block – Epstein-Barr virus gp42 inhibitors, primary screen, biochemical, uHTS, fluorescence polarization; hit rate 0.42% among 220,000; Fluorescence polarization binding assay, mP read-out; inhibition, % (tested at 21.74 µM); Glycoprotein 42 (Epstein-Barr virus (strain AG876)), Q1HVG2; in the data active = inhibition above about 50%
14-3-3 Bad PPI – inhibitors of 14-3-3 zeta/Bad binding, primary screen, biochemical, TR-FRET, bovine 14-3-3 zeta | inhibition, % at 21.7 µM | TR-FRET 14-3-3zeta/Dy647-pBad peptide displacement, 1 h | hit rate 0.71% among 220,000 | 14-3-3 protein zeta/delta (Bos taurus), P63103 | AID 781, 2007;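 active = inhibition above about 70%, limit read from the data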;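 note: 0% = full 14-3-3 plus peptide FRET controls and 100% = background without 14-3-3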
p47phox inh – p47phox/p22phox peptide binding inhibitors, primary screen, biochemical, uHTS, NADPH oxidase regulatory subunit | fluorescence polarization, 2 h | inhibition, % at 24.7 µM | hit rate 0.53% among 220,000 | Neutrophil cytosol factor 1 (Homo sapiens), P14598;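 note: 0% = p47phox with labelled peptide and 100% = labelled peptide alone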
* marks the source's active call; other numbers are inactive results; · = not tested or not shown; [ ] = remark or other dose.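 Rule for the calls, unless noted: active = inhibition above about 30% (limit read from the data); inactive = the rest.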

Molecule	Furin inhibitor	KCC2 mod	Thrombin inh	eIF4E-4G inh	hK5 inh	Rad51 HR inh	EBV gp42 block	14-3-3 Bad PPI	p47phox inh
Oc1ccccc1/C=N/[n+]1ccccc1	-14	0.43	0	-2	1	21	-28	8	-12
Cc1ccc(NC(=O)c2ccccc2NC(=O)Cc2ccccc2)cc1	-25	-0.88	-2	0	16	·	12	3	5
c1ccc2c(-c3ccncc3)c[nH]c2c1	0	·	3	0	-7	-13	-29	6	-1
Cc1ccc(-c2cnco2)cc1	-12	0.28	-1	-4	-3	14	-5	0	-7
COc1cccc(CNc2nc(SC)ncc2CO)c1	-26	0.21	-6	-3	-7	·	-11	14	-13
COc1cccc(-n2c(SCc3c(C)noc3C)nnc2-c2cccc(S(=O)(=O)N(C)C)c2)c1	-11	-3.4	-2	-11	-27	-5	-2	-12	-10
CC(=O)Nc1cc2cc(NS(=O)(=O)c3ccc(C)cc3)ccc2oc1=O	-21	-0.039	4	-4	5	15	-5	0	5
CCn1c(=O)c(=O)[nH]c2cc(C(=O)N3CCN(Cc4ccc5c(c4)OCO5)CC3)ccc21	-24	-0.042	0	0	2	-3	-13	-9	-22

Next section:
Molecule	Furin inhibitor	KCC2 mod	Thrombin inh	eIF4E-4G inh	hK5 inh	Rad51 HR inh	EBV gp42 block	14-3-3 Bad PPI	p47phox inh
C/C(N)=C(/C#N)C(=O)CSc1nnc(Nc2cccc(C)c2)s1	-17[20 µM]	-0.64	5	8	-8	-1	17	7	-17
O=C(NCC1CCCCC1)C12CN(Cc3ccccc3)CC1C(c1cccc([N+](=O)[O-])c1)=NO2 (stereo not drawn)	-2[20 µM]	-0.11	-8	-18	-16	-7	-27	-5	-2
COc1ccc(C(C)=O)cc1COC(=O)c1c(C)noc1C	-28	-0.51	3	12	3	4	-13	-12	27
Oc1cccc(C(O)CNCc2ccc(-c3ccccc3)cc2)c1 (stereo not drawn)	-30	0.1	4	1	4	5	-7	77*	-24
Cc1cc(C)n2nc(C(=O)N3CCN(Cc4ccc5c(c4)OCO5)CC3)nc2n1	-19	0.71	-9	2	-2	0	-5	-7	1
CC1(C)CC(=O)c2cc(OCC(=O)N3CCCCCC3)ccc2O1	-24[20 µM]	0.33	0	1	-93	-3	2	-10	-10
COc1cccc(NC(=S)N(Cc2ccc(C)cc2)Cc2ccccn2)c1	-32	-0.3	-2	-1	4	2	-2	-6	-2
CC(=N\Nc1ccccc1)/C(=N/O)C(=O)Nc1ccccc1	-19	0.89	1	-2[fluorescence artefact?]	4	-7	-8	-13	-7

Other results:
Molecule	Furin inhibitor	KCC2 mod	Thrombin inh	eIF4E-4G inh	hK5 inh	Rad51 HR inh	EBV gp42 block	14-3-3 Bad PPI	p47phox inh
O=C(N/C(=C/c1cccnc1)C(=O)N1CCOCC1)c1ccco1	-7	-0.036	-9	12	-13	-5	-16	-14	-2
Cc1c(-n2c(-c3ccccc3)nc3ccccc3c2=O)c(=O)n(-c2ccccc2)n1C	-11	-0.057	-2	0	-7	11	1	2	-5
COc1ccc(OC)c(NC(=S)NCCCN2CCOCC2)c1	-8	-0.32	-6	-2	-11	-11	5	-3[fluorescence artefact?]	1
O=C(COc1cccc2cccnc12)N/N=C1\SCC(=O)N1Cc1ccccc1	-17[20 µM]	-1.3	26	6	30	6	7	-6	-6
CN(C)c1cc[n+](CC(=O)Nc2ccc(OC(F)F)cc2)cc1	-8	0.68	-9	4	-9	8	-33	10	-16
O=S(=O)(c1ccccc1)c1nc(NCc2cccnc2)sc1Cl	-27	-0.12	2	-2	0	7	-9	-5	-10
Cc1ccc(-n2c(Cc3cccn3C)nnc2SCC(=O)Nc2cc(C)on2)cc1	-28	·	0	-7	11	-4	-8	5	-11
Cc1ccc(-n2ncc3c(SCc4cccc(C)c4)ncnc32)cc1	-13	6.6*	-10	0	-3	0	-6	-4	-2

(continued)
Molecule	Furin inhibitor	KCC2 mod	Thrombin inh	eIF4E-4G inh	hK5 inh	Rad51 HR inh	EBV gp42 block	14-3-3 Bad PPI	p47phox inh
CC(C)N(Cc1ccccc1)C(=S)Nc1ccccc1F	-4	-0.16	-5	1	-3	-9	1	-5	5
CS(=O)(=O)c1ccc(C(=O)NC2CCOC2=O)cc1 (stereo not drawn)	-29	0.55	14	2[fluorescence artefact?]	36	9	3	-11	-9
CCN(CC)C(=O)c1ccc(-c2ccccc2)cc1	-31	-0.72	-3	-4	-4	·	-4	-8	-15
O=C(COc1ccc(S(=O)(=O)N2CCCC2)cc1Cl)NC1CC1	-11	0.018	-2	-1[fluorescence artefact?]	4	0	6	-3	-6
COCCCn1c(SCC(=O)N2CC(=O)Nc3ccccc32)nnc1-c1ccoc1C	-14	·	-1	1	0	-6	-6	-4	-4
O=C(CNC(=S)N(Cc1ccccc1Cl)C1CCCC1)NCCN1CCOCC1	-23	0.92	-5	0	-1	0	-4	-7	-10
COc1cc(NC(=O)c2ccccc2)c(OC)cc1NC(=O)CN1CCOCC1	-14	-0.57	-3	2	0	-7	7	0	-9
Cc1cc(=O)n2nc(N3CCC(C(=O)NC4CCCc5ccccc54)CC3)sc2n1 (stereo not drawn)	-8	-0.081	-3	1	6	-2	0	-5	-10

Going on with the list.
Molecule	Furin inhibitor	KCC2 mod	Thrombin inh	eIF4E-4G inh	hK5 inh	Rad51 HR inh	EBV gp42 block	14-3-3 Bad PPI	p47phox inh
O=c1c2c3c(sc2nc2n1CCCC2)CCCCC3	-20[20 µM]	-0.081	1	10	18	1	1	-5	4
C[C@H](NC(=O)c1nc[nH]c1C(=O)N1CCc2ccccc2C1)C(=O)OC(C)(C)C	-25	-0.083	4	-2	-1	-3	-14	1	2
O=C(Cc1sc(Nc2ccccc2)nc1-c1ccccc1)NCc1ccccc1	-18	-1.7	-8	-4	-4	-8	-21	-11[fluorescence artefact?]	-16
COc1cc(CNCCc2ccc(S(N)(=O)=O)cc2)ccc1OCC(=O)NC1CCCCC1	-15[20 µM]	-0.0081	0	3	-11	-6	7	58	-7
CCc1ccc(-n2c(O)cnc2Nc2nc(C)cc(C)n2)cc1	-16	-0.017	-2	-1[fluorescence artefact?]	-4	0	-10	-2	-27
Cc1cc2cc3c(cc2nc1SCC(=O)Nc1c(C)cccc1C)CCC3	-21[20 µM]	-0.17	0	-58[fluorescence artefact?]	4	4	-4	-16[fluorescence artefact?]	-7
CS(=O)(=O)N(CC(=O)Nc1ccccc1)Cc1ccc(Cl)cc1	-24[20 µM]	0.0065	6	0	-7	-4	-20	-1	-5
CCOC(=O)N1CCN(C(=O)Cc2ccsc2)CC1	-12	·	-1	10	-26	3	-12	-2[fluorescence artefact?]	-15

Further compounds follow.
Molecule	Furin inhibitor	KCC2 mod	Thrombin inh	eIF4E-4G inh	hK5 inh	Rad51 HR inh	EBV gp42 block	14-3-3 Bad PPI	p47phox inh
Cc1ccc(N2C(=O)c3ccc(C(=O)N4CCN(c5ccc(C)c(C)c5)CC4)cc3C2=O)cc1	-8	0.65	·	-1	-2	-1	-8	0	-5
Cc1ccc(-n2nc(C(=O)O)c3ccccc3c2=O)cc1C	-13[20 µM]	·	2	0[fluorescence artefact?]	10	-4	-14	-7[fluorescence artefact?]	-10
Cc1nc(CC(=O)c2ccc(O)c(C)c2O)cs1	4	0.086	-5	5	3	-9	-10	7	0
Cc1cc(-n2cnc(-c3cn[nH]c3C)n2)no1	-31	0.0043	-4	-3	-2	19	-11	-3	-7
COc1cccc(C(=O)/C=C/c2ccc(SC)cc2)c1	-2[20 µM]	·	-2	-8	2	·	-5	2	-10
C/C(=N\NC(=O)c1ccccc1)c1ccc(C)c([N+](=O)[O-])c1	-21	1.2	-9	3	-5	2	-9	6	-10
CCc1ccc(N(C(=O)c2ccco2)C(C(=O)NC2CCCC2)c2ccco2)cc1 (stereo not drawn)	-17[20 µM]	-0.98	3	1	-9	2	-7	-4	-21
CC(C)c1ccc(C(O)Cc2nc3ccccc3n2C)cc1 (stereo not drawn)	-11	-1.6	-10	4	-4	·	-15	6	-5

Further entries
Molecule	Furin inhibitor	KCC2 mod	Thrombin inh	eIF4E-4G inh	hK5 inh	Rad51 HR inh	EBV gp42 block	14-3-3 Bad PPI	p47phox inh
Cc1cccc(N2C(=O)C(O)=C(C(=O)c3cccs3)C2c2ccc(F)cc2)n1 (stereo not drawn)	-19	-0.18	-2	-5	4	-4	-20	-2	3
CC1CC2c3cccc(C(=O)O)c3C(=O)N2c2ccc(Cl)cc21 (stereo not drawn)	-15	-0.5	-1	1	-1	-1	-13	-5	-4
Cc1nnc(NC(=O)CSc2nc(N)c(NC(=O)c3cccs3)c(=O)[nH]2)s1	-14	0.32	3	-7	1	3	-10	2	-13
CC(=O)c1cccc(NC(=O)CN(C)S(=O)(=O)c2ccccc2)c1	-18	0.56	4	-3	10	-14	-8	-4	-4
CCOc1ccc(C(C)C)cc1S(=O)(=O)n1nc(C)cc1C	-20[20 µM]	-0.036	0	-2	-6	6	-8	-3	-2

A second format for 8 compounds above:
Screens in order – Furin inhibitor, KCC2 mod, Thrombin inh, eIF4E-4G inh, hK5 inh, Rad51 HR inh, EBV gp42 block, 14-3-3 Bad PPI, p47phox inh
- Cc1nc(CC(=O)c2ccc(O)c(C)c2O)cs1
  4, 0.086, -5, 5, 3, -9, -10, 7, 0
- Cc1cc(-n2cnc(-c3cn[nH]c3C)n2)no1
  -31, 0.0043, -4, -3, -2, 19, -11, -3, -7
- COc1cccc(C(=O)/C=C/c2ccc(SC)cc2)c1
  -2[20 µM], ·, -2, -8, 2, ·, -5, 2, -10
- C/C(=N\NC(=O)c1ccccc1)c1ccc(C)c([N+](=O)[O-])c1
  -21, 1.2, -9, 3, -5, 2, -9, 6, -10
- CCc1ccc(N(C(=O)c2ccco2)C(C(=O)NC2CCCC2)c2ccco2)cc1 (stereo not drawn)
  -17[20 µM], -0.98, 3, 1, -9, 2, -7, -4, -21
- CC(C)c1ccc(C(O)Cc2nc3ccccc3n2C)cc1 (stereo not drawn)
  -11, -1.6, -10, 4, -4, ·, -15, 6, -5
- Cc1cccc(N2C(=O)C(O)=C(C(=O)c3cccs3)C2c2ccc(F)cc2)n1 (stereo not drawn)
  -19, -0.18, -2, -5, 4, -4, -20, -2, 3
- CC1CC2c3cccc(C(=O)O)c3C(=O)N2c2ccc(Cl)cc21 (stereo not drawn)
  -15, -0.5, -1, 1, -1, -1, -13, -5, -4

Rows are unselected. About 4.7% of those tested had a hit in this group.
